Screening results: PubChem BioAssay, Broad Institute
XiGFP reactiv: activators of X-chromosome reactivation in mouse fibroblasts | activation, % at 7.58 µM | XiGFP mouse fibroblasts, % GFP-positive cells imaging, 3 d; cells co-treated with 5-aza-dC sensitizer; scaled so ellipticine positive control = 100% | actives 0.055% (n = 360,000);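 active = mean normalized replicate activation at least 10% and every replicate at or above 10%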;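 also: 0% = median of on-plate neutral control wells and 100% = ellipticine 6 µM median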
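Material: XiGFP fibroblasts, SV40-immortalized. Buffer or medium: DMEM plus 5-aza-dC sensitizer. Compound: single concentration per compound, delivered by pin transfer. Times: 3 days compound exposure. Controls: ellipticine 6 µM.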
PGC1a acetyl inh: lowers PGC1a acetylation signal in U2OS cells; AlphaScreen anti-acetyl-lysine; with virally co-expressed GCN5 acetyltransferase; AID 651687; actives 0.17% (n = 350,000); inhibition, % at 15.6 µM;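 active = every replicate shows inhibition of at least 40%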;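 also: 0% = neutral control wells and 100% = positive control wells; some results beyond the cut were filed as inactive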
C2C12 statin: suppression of simvastatin myotoxicity | C2C12 myotubes + simvastatin, ATP luminescence, 48 h; scaled: DMSO 0, geranylgeraniol control 100 | rescue of ATP level, % at 7.49 µM | actives 0.78% (n = 330,000);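 active = mean ATP rescue above about 67%, or every replicate alone reaching that limit, limit read from the data, passing the limit was not always enough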;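 also: myotubes were challenged with 10 µM simvastatin during compound exposure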
S100A4 inh HTS: inhibitors of human S100A4 binding to myosin IIA peptide; P26447; S100A4/TAMRA-MyoIIA peptide fluorescence polarization; inhibition, % at 10.7 µM; actives 0.14% (n = 360,000); AID 652163;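 active = mean inhibition of at least 70% across replicates, with every replicate also reaching that level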
Target sequence (P26447 whole entry, looked up): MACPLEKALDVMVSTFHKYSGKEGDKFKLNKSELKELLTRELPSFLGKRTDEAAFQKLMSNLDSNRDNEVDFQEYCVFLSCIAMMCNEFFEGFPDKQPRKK
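Test system: S100A4 monomer protein; Medium: HEPES pH 7.2 with CaCl2, KCl, NaCl, DTT, Triton; Probe or stimulus: TAMRA-labelled myosin IIA heavy-chain peptide probe, 5 nM; Doses: one dose per compound; Times: polarization read 5 min after assay mix addition, stable 5–60 min; Benchmarks: neutral control DMSO, positive control TFP.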
ERAP1 inh: inhibitors of human ERAP1 aminopeptidase; Q9NZ08; recombinant ERAP1, Leu-AMC fluorescence, 60 min; inhibition, % at 10.7 µM; actives 0.15% (n = 340,000); AID 652197;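 active = mean replicate inhibition of at least 30%, or all replicates individually reaching that 30% level; inactive = mean below 30% and not every replicate reaching it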;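 also: 0% = neutral control wells and 100% = L-leucinethiol positive control wells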
Target sequence (Q9NZ08 whole entry, looked up): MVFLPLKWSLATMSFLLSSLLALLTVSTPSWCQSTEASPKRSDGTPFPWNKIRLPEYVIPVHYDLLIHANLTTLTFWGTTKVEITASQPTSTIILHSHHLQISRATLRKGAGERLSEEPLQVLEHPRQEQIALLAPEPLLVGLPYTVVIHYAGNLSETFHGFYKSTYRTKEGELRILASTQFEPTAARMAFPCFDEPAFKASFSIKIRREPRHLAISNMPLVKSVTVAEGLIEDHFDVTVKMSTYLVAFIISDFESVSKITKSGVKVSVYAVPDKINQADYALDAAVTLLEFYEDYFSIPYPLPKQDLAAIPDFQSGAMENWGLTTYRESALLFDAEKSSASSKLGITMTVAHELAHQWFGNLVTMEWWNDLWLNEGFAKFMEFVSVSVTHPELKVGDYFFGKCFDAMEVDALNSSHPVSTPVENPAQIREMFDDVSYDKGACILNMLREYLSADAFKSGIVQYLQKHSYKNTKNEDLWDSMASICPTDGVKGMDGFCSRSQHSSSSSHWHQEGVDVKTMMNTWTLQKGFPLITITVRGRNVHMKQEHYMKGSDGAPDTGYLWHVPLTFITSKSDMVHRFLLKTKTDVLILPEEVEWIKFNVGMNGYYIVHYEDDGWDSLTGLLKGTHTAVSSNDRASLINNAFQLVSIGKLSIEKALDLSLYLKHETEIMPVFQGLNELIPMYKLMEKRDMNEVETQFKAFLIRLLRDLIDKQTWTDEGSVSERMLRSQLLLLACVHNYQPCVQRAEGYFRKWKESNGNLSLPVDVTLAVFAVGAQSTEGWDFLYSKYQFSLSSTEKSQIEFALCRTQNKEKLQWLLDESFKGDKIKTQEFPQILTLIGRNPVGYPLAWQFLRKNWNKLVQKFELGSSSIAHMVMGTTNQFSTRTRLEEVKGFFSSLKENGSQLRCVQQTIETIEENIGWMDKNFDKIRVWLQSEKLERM
Cneo AK release: causes C. neoformans cell lysis; AID 651654; lysis activity, % at 15 µM; adenylate kinase release luminescence, 4 h; normalised: neutral wells 0, clomiphene wells 100; actives 0.2% (n = 360,000);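 active = mean lysis activity across replicates of at least 80%, whatever share of replicates individually reach that level; inactive = mean lysis activity below 80%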
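read-out = cell lysis signal | test system = log-phase Cryptococcus neoformans yeast cells | input = cells at 5 × 10^6 per mL | medium = fresh YPD growth medium | signal = luminescent adenylate kinase detection reagent | timing = 4 h at 37 °C static, read 1 h later | dosing = single dose | controls = Clomiphene as positive lysis control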
SIRT5 block: sirtuin-5 (human) deacylase inhibition. Q9NXA8. Purified SirT5, succinyl-peptide AMC, trypsin-coupled fluorescence. inhibition, % at 15 µM. actives 1.1% (n = 330,000); in the data active = inhibition above about 15%
LGR2 inh: blocks bursicon-induced cAMP signaling via Drosophila LGR2 | HEK293 LGR2, CRE-luciferase, bursicon-stimulated, 4 h | inhibition, % at 9.99 µM | actives 0.35% (n = 380,000) | AID 720647;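 active = drop in luminescence signal, shown as inhibition above about 50% in the replicate tests, limit read from the data, passing the limit was not always enough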;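 also: agonist challenge used bursicon conditioned medium at about half maximal strength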
Starred values were filed as active, the others as inactive; / = not tested or not shown; & = joins results of further samples.

1) C[C@H](CO)N1C[C@H](C)[C@@H](CN(C)Cc2ccc3c(c2)OCO3)Oc2ccc(NS(=O)(=O)c3ccccc3)cc2C1=O
2) CN1CCN(C(=O)C[C@@H]2C[C@@H]3c4cc(NC(=O)NC5CCCC5)ccc4O[C@@H]3[C@H](CO)O2)CC1
3) O=C(CN1C(=O)c2cccc3cccc(c23)C1=O)N1CCN(Cc2ccc3c(c2)OCO3)CC1
4) CSc1ccccc1NC(=O)c1ccc(Cl)s1
5) CC(NC(=S)NCCN1CCOCC1)C12CC3CC(CC(C3)C1)C2 (configuration not stated)
6) CCCc1nc2c3ccccc3ccn2c1CC(C)(C)C
7) COc1ccc(-c2csc(NC(=O)CCCc3nc4ccccc4c(=O)[nH]3)n2)cc1OC
8) COc1cccc(N(C(=O)c2snc(C(N)=O)c2N)C(C(=O)NCC2CCCO2)c2ccc3ncccc3c2)c1 (configuration not stated)
Screen / compound no.,1,2,3,4,5,6,7,8
XiGFP reactiv,0.1,0.0,/,/,0.6,0.0,0.2,0.0
PGC1a acetyl inh,-5,-8,7,0,9,-9,/,3
C2C12 statin,-5,-3,-1,-4,/,-14,22,-1
S100A4 inh HTS,/,-43,7,/,-5,-3,-6,0
ERAP1 inh,/,-1,-1,/,11,3,6,-7
Cneo AK release,/,-59,13,0,/,16,1,6
SIRT5 block,/,-1,-6,/,-6,-2,-3,-2
LGR2 inh,-2,11,13,3,14,-26,14,12

9) CC(Sc1nnnn1-c1ccc(Cl)cc1)C(=O)NCC(=O)Nc1ccc(F)c(F)c1F (configuration not stated)
10) CCCN1CCN(CCCNC(=O)Cn2nc(-c3ccccc3)ccc2=O)CC1
11) COc1ccccc1C(CNC(=O)c1ccco1)N1CCCC1 (configuration not stated)
12) COC(=O)c1noc(C)c1-c1ccnn1C(=O)c1ccc(C)cc1
13) C[C@@H]1CN([C@H](C)CO)C(=O)c2cc(C#CC3CCCCC3)cnc2O[C@@H]1CN(C)S(=O)(=O)c1ccccc1
14) CSc1cccc(CN2CCCC(C(=O)Nc3cccc(-n4cccn4)c3)C2)c1 (configuration not stated)
15) COc1cc2c(C(F)(F)F)c(-c3ccsc3)oc(=O)c2cc1OC
16) C[C@@H]1CN([C@H](C)CO)C(=O)c2cc(C#CCN(C)C)cnc2O[C@H]1CN(C)S(=O)(=O)c1cn(C)cn1
Screen / compound no.,9,10,11,12,13,14,15,16
XiGFP reactiv,0.2,/,0.0,0.1,-0.7,0.0,0.0,-2.1
PGC1a acetyl inh,/,0,/,6,1,1,1,3
C2C12 statin,/,-20,0,/,-11,10,-6,-20
S100A4 inh HTS,0,/,-6,-1,-1,-3,0,-1
ERAP1 inh,-1,/,1,/,-1,-1,-1,-3
Cneo AK release,/,0,-1,1,-1,-2,0,6
SIRT5 block,-9,/,-2,/,15,4,-1,-1
LGR2 inh,-3,0,-27,-7,4,5,-9,-14

17) O=C(c1ccc(N2CCCC2)c([N+](=O)[O-])c1)N1CCN(CCO)CC1
18) COc1cccc(-c2cnc3c(NC=O)cc(-c4ccc(O)c(OC)c4)cn23)c1
19) CCCCn1c(N)c(N(CCOC)C(=O)c2cc(-c3ccccc3)nc3ccccc23)c(=O)[nH]c1=O
20) O=C(Nc1ccccc1)C1=C(Nc2ccccc2)CSC1
21) Cc1ccc(Cn2nnc3c(=O)n(CC(=O)NCC4CCCO4)cnc32)cc1 (configuration not stated)
22) CCOc1cnc(-c2c(-c3ccccc3Cl)noc2C)o1
23) COc1cccc(C(=O)NC(C)c2ccc(Br)cc2)c1 (configuration not stated)
24) NS(=O)(=O)c1ccc(CCNC(=O)c2ccccc2-c2ccccc2)cc1
Screen / compound no.,17,18,19,20,21,22,23,24
XiGFP reactiv,-0.2,0.0,0.0,0.1,/,0.0,0.5,0.2
PGC1a acetyl inh,9,5,-1,/,3,-6,/,/
C2C12 statin,/,-7,-6,/,-7,4,/,2
S100A4 inh HTS,3,0,0,13,-1,-8,-3,5
ERAP1 inh,/,-2,-7,1,-6,1,2,-2
Cneo AK release,0,1,7,/,0,-1,/,2
SIRT5 block,8,/,-1,-6,0,8,-2,-1
LGR2 inh,12,-26,1,15,-7,10,-3,12

25) COc1ccc(N2CC(NS(=O)(=O)c3cccs3)CC2=O)cc1OC (configuration not stated)
26) C[C@H](CO)N1C[C@H](C)[C@H](CN(C)C(=O)c2cccnc2)Oc2ncc(-c3ccc(C#N)cc3)cc2C1=O
27) CC(C)NC(=O)Nc1ccc2c(c1)C(=O)N([C@H](C)CO)C[C@H](C)[C@H](CN(C)C(=O)Nc1ccc(F)cc1)OCCCC[C@H](C)O2
28) Cc1ccccc1CCNC(=O)C1CCCN(c2cnccn2)C1 (configuration not stated)
29) O=S(=O)(c1cccc2cnccc12)N1CCNCC1
30) O/N=C(\c1ccccn1)C1CC1c1ccccc1 (configuration not stated)
31) CCOc1ccc(-n2nc(C(=O)NC3CCCCC3)c3ccccc3c2=O)cc1
32) CCCc1cc(C(=O)NC2CCCN(Cc3ccccc3F)C2)no1 (configuration not stated)
Screen / compound no.,25,26,27,28,29,30,31,32
XiGFP reactiv,0.0,-1.1,0.1,0.0,0.0,-0.1,0.0,0.3
PGC1a acetyl inh,/,4,9,-2,-12,1,-8,5
C2C12 statin,-2,-4,/,31,-6,/,0,6
S100A4 inh HTS,0,-15,-26,2,1,2,1,-10
ERAP1 inh,-1,-2,3,-3,-1,0,1,-7
Cneo AK release,7,-5,2,-4,-4,/,2,1
SIRT5 block,-2,2,-1,2,-6,-1,-3,-2
LGR2 inh,-24,-8,29,-1,27,0,0,-6

33) O=C(Cc1ccccc1)NN1C(=O)c2ccccc2C1=O
34) Cc1ccc(S(=O)(=O)N(C)C[C@H]2Oc3ncc(Br)cc3C(=O)N([C@@H](C)CO)C[C@@H]2C)cc1
35) COc1cc(OC)cc(C2=Cc3ccccc3C(CC(C)=O)N2c2ccc(-c3cccs3)cc2)c1 (configuration not stated)
36) COCCN(CCOC)C(=O)CN1C(=O)NC2(CCCc3sccc32)C1=O (configuration not stated)
37) O=C1C2C3C=CC(C3)C2C(=O)N1c1cccnc1 (configuration not stated)
38) C[C@@H]1CN([C@@H](C)CO)S(=O)(=O)c2ccc(C#Cc3ccc(F)cc3)cc2O[C@@H]1CN(C)C(=O)NC1CCCCC1
39) CC1(C)S[C@@H]2[C@H](NC(=O)[C@H](N)c3ccc(O)cc3)C(=O)N2[C@H]1C(=O)O
40) Cc1[nH]n(-c2ccccc2)c(=O)c1C=Nc1ccc(S(=O)(=O)NC(N)=O)cc1
Screen / compound no.,33,34,35,36,37,38,39,40
XiGFP reactiv,0.1,-0.3,0.0,0.1,/,-0.5,0.1,0.1
PGC1a acetyl inh,/,1,/,/,5,21,-1,-6
C2C12 statin,/,1,/,5,-12,19,-1,9
S100A4 inh HTS,-1,8,-19,-5,4,15,-7,-2
ERAP1 inh,5,-3,/,5,-3,2,-2,2
Cneo AK release,/,-8,/,-1,0,-10,-5,-1
SIRT5 block,1,6,-1,/,2,16*,1,-1
LGR2 inh,/,11,2,-1,4,34,5,3

Entries of single compounds from above:
COCCN(CCOC)C(=O)CN1C(=O)NC2(CCCc3sccc32)C1=O (configuration not stated) across the screens: XiGFP reactiv: 0.1; PGC1a acetyl inh: /; C2C12 statin: 5; S100A4 inh HTS: -5; ERAP1 inh: 5; Cneo AK release: -1; SIRT5 block: /; LGR2 inh: -1
Cc1ccc(S(=O)(=O)N(C)C[C@H]2Oc3ncc(Br)cc3C(=O)N([C@@H](C)CO)C[C@@H]2C)cc1 across the screens: XiGFP reactiv: -0.3; PGC1a acetyl inh: 1; C2C12 statin: 1; S100A4 inh HTS: 8; ERAP1 inh: -3; Cneo AK release: -8; SIRT5 block: 6; LGR2 inh: 11

Continued.
41) O=S(=O)(NCCc1csc(-c2cccnc2)n1)c1cccc(F)c1
42) Cc1ccc(NC(=O)c2nnn(-c3cccc(C(F)(F)F)c3)c2N)cc1
43) O=C(O)CCn1cc(C(=O)O)c(-c2ccccc2)n1
44) Cc1nc2ccccc2c(=O)n1NC(=O)c1ccccc1[N+](=O)[O-]
45) CC(C)(C)N1C(=O)[C@H]2[C@@H](c3ccc(Br)cc3)N3C(=O)N(c4cccc(Cl)c4)C(=O)[C@@]3(Cc3ccccc3)[C@H]2C1=O
46) CC(=O)Nc1ccc(S(=O)(=O)Nc2nc3ccc([N+](=O)[O-])cc3s2)cc1
47) COc1ccc(C(=O)Nc2c(N)nc(SCC(=O)NCC3CCCO3)[nH]c2=O)cc1 (configuration not stated)
48) CC(NC(=O)Cc1ccsc1)c1ccc(F)cc1 (configuration not stated)
Screen / compound no.,41,42,43,44,45,46,47,48
XiGFP reactiv,0.0,0.0,/,0.0,0.7,0.1,0.5,-0.1
PGC1a acetyl inh,/,/,-10,2,-7,-7,/,-10
C2C12 statin,1,/,8,/,-5,/,5,-12
S100A4 inh HTS,-1,-1,3,-2,-3,-4,-23,-4
ERAP1 inh,-1,3,/,6,/,5,5,1
Cneo AK release,-3,/,/,/,0,/,2,-1
SIRT5 block,8,-1,-3,-2,/,-5,0,3
LGR2 inh,-9,11,-3,15,11,15,-5,3

49) CCC(C)(C)NC(=O)CN(C(=O)c1snc(C(N)=O)c1N)c1ccc2nc(C)sc2c1
50) C[C@H]1CN([C@@H](C)CO)C(=O)c2cccc(N(C)C)c2O[C@@H]1CN(C)C(=O)Nc1ccc(F)cc1
51) C[C@@H]1CN([C@@H](C)CO)C(=O)c2cc(NC(=O)c3ccccc3)ccc2O[C@@H](C)CCCCO[C@@H]1CN(C)Cc1ccc(C(F)(F)F)cc1
52) CCOC(=O)c1c(C)[nH]c(C)c1S(=O)(=O)NCc1ccccc1OCC
53) COCCNC(=O)C(OC(=O)C1=Cc2ccccc2OC1)C(C)C (configuration not stated)
54) O=C(CCCN1C(=O)C(c2ccccc2)Oc2cccnc21)NCc1ccccc1F (configuration not stated)
55) OC(COc1ccc(F)cc1Cl)CN1CCC(Cc2ccccc2)CC1 (configuration not stated)
Screen / compound no.,49,50,51,52,53,54,55
XiGFP reactiv,0.2,0.2,0.1,0.0,0.0,0.3,0.0
PGC1a acetyl inh,-11,4,3&-14,0,0,1,-4
C2C12 statin,/,-3,-3,-2,/,10,16
S100A4 inh HTS,6,3,-1&-13,-1,4,-3,-16
ERAP1 inh,3,-2,8&3,-2,6,-1,-2
Cneo AK release,1,-1,1&-2,/,/,0,1
SIRT5 block,3,-4,8&-1,-1,-1,-2,-7
LGR2 inh,-3,-17,15,3,10,-3,-7

A portion of the library; the hit share may differ from the screen's.
